MC4R antag cAMP: human MC4R antagonism in cAMP assay | P32245 | MC4R-expressing cells, MTII-stimulated cAMP, LANCE TR-FRET | inhibition, % at 6.5 µM | actives 0.48% (n = 360,000) | AID 540295;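 active means inhibition above its plate's cutoff, the mean of tested wells on that plate plus 3 SD, cut at about 29% in these data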;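 further: 0% = Melanotan II alone and 100% = Melanotan II plus saturating MCL0020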
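Assay system: U2OS-MC4R stable cell line; Also added: Melanotan II; Technique: Eu-cAMP/anti-cAMP TR-FRET, emission 671 nm; Times: 30-min compound, 1-h challenge, 1-h detection, room temperature.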
NOD2-RIPK2 inh: blocks binding of human NOD2 to RIPK2. O43353. CHO BLA complementation NOD2-RIPK2, CCF4 ratio. inhibition, % at 4.98 µM. actives 0.38% (n = 360,000). AID 624267; in the data active means inhibition above about 21%;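 further: 0% = vehicle only and 100% = reference blocker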
ABHD5-PLIN5 inh: blocks binding of human ABHD5 to perilipin-5; Q00G26+Q8WTS1; Split G. princeps luciferase complementation, luminescence, 4 h; inhibition, % at 4 µM; actives 0.78% (n = 360,000);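 active means inhibition above the mean inhibition across every tested compound plus 3 SD, cut at about 22% in these data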;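 further: 0% = DMSO only wells and the 100% control is not disclosed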
MC4R ag barr: activates human MC4R beta-arrestin recruitment; actives 0.98% (n = 360,000); U2OS MC4R beta-arrestin complementation, luminescence; percent of melanotan II response, DMSO zero; AID 540308; activation, % at 8.9 µM; P32245;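 active means activation above a per-plate cutoff, the mean activation of sample wells on that plate plus 3 SD, cut at about 8% in these data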
TLR9-MyD88 inh: blocks human TLR9 binding to MyD88. CHO BLA complementation TLR9-MyD88, CCF4 FRET ratio. inhibition, % at 4.98 µM. Q9NR96+Q99836. actives 0.21% (n = 340,000);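 active means inhibition above the mean over all tested compounds plus 3 SD, cut at about 21% in these data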;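 further: 0% = DMSO only wells and 100% = clavulanate BLA inhibitor control wells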
N-glyco inh: N-linked glycosylation inhibition. D54 ERlucT glycosylation luciferase reporter, 24 h; percent of 100 nM tunicamycin response. reporter increase, % at 12.5 µM. actives 0.23% (n = 360,000);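 active means mean luciferase reporter signal, scaled so untreated is 0 and the glycosylation-blocking control 100, at or above a set limit in every replicate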;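 further: luciferase carries N-glycosylation sites so blocking glycosylation raises the light; 0% = median of neutral control wells and 100% = median of 100 nM tunicamycin wells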
NCOA2 inhibitor: human SRC2 (NCOA2) inhibition. actives 0.17% (n = 370,000). Q15596. AID 651957. inhibition, % at 9 µM. HEK293 GAL4-SRC2 luciferase reporter, luminescence;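 active means inhibition above the mean inhibition of all tested compounds plus 3 SD, set per campaign, cut at about 52% in these data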;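 further: 0% = DMSO treated cells and 100% = cells given Gossypol at 36 µM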
Cardio protect: protects H9c2 cardiomyocytes from peroxide injury. H2O2 injury protection, ATPLite, 2 h. protection from H2O2 cell death, % at 20 µM. actives 0.63% (n = 360,000);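 active means compounds giving at least 50% protection of heart cells from peroxide-induced death in the single-dose screen, raw or plate-pattern-corrected value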;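 further: 0% = DMSO wells with peroxide and 100% = DMSO wells without peroxide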
HTR2A ag: agonists of mouse serotonin 5-HT2A receptor (HTR2A); actives 0.66% (n = 360,000); CHO-K1 mHTR2A beta-arrestin complementation, luminescence; percent of 30 µM serotonin response; AID 624169; activation, % at 7.6 µM;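 active means activation above a run cutoff, the mean activation of all tested compounds plus 3 SD, cut at about 14% in these data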;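 further: 0% = plate median of compound wells and 100% = 30 µM serotonin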
ABCB6 inh MLPCN: blocks the human ABCB6 transporter | Q9NP58 | K562-ABCB6 porphyrin accumulation, flow cytometry, 1 h; stronger effect = lower value | fluorescence ratio to DMSO, % at 10 µM | actives 0.19% (n = 360,000);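 active means fluorescence ratio to DMSO below 75%, the collection mean minus 3 SD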;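 further: signal is porphyrin accumulated inside mitochondria; 100% equals median channel fluorescence of DMSO control wells; lower ratio means ABCB6 inhibition with less porphyrin fluorescence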
An asterisk follows results filed as active; / = no result given. A portion of the library; count on the stated rates, not on these rows.

| Structure | MC4R antag cAMP | NOD2-RIPK2 inh | ABHD5-PLIN5 inh | MC4R ag barr | TLR9-MyD88 inh | N-glyco inh | NCOA2 inhibitor | Cardio protect | HTR2A ag | ABCB6 inh MLPCN |
| --- | --- | --- | --- | --- | --- | --- | --- | --- | --- | --- |
| COc1ccc(S(=O)(=O)N(C)C)cc1NC(=O)COC(=O)c1nc2nccc(C)n2n1 | 8 | -2 | -2 | -1.8 | 0 | 3 | -5 | -2 | -3 | 97 |
| CN(C)S(=O)(=O)n1cc(/C=C(\NC(=O)c2ccccc2Cl)C(=O)NCCCn2ccnc2)c2ccccc21 | 4 | 7 | 3 | -1.1 | 4 | 7 | 4 | 43 | 1 | 95 |
| NNC(=O)c1ccc(CSc2nc3ccccc3s2)cc1 | 2 | 5 | -5 | -3.6 | -4 | 0 | -9 | 17 | -7 | 92 |
| CCc1c(C(C)S(=O)(=O)c2ccc(C)cc2)[nH]c(=O)n1-c1ccc(OC(F)(F)F)cc1 (stereo not given) | 24 | -4 | -1 | 0.2 | -3 | 1 | -19 | -9 | 10 | 93 |
| COC(=O)c1ccc(N2OC3(C)C=CC2CC3)cc1 (stereo not given) | 5 | -4 | -7 | 0.9 | 5 | 6 | -31 | -5 | 2 | 100 |
| COc1ccc(NC(=O)CSc2nnc(-c3ccc(F)cc3)o2)cn1 | -7 | 5 | -8 | -1.7 | 4 | 1 | -51 | 0 | 8 | 99 |
| CCn1c(COc2ccc(C)cc2)nnc1SCC(=O)NNC(=O)c1ccc(OC)cc1 | -3 | -2 | -3 | -1.8 | -1 | 0 | 3 | -1 | -4 | 92 |
| Cc1cc(C(=O)N(C2CCCCC2)C2CCCCC2)no1 | 7 | -14 | 6 | 2.5 | 2 | 0 | -17 | -3 | 3 | 91 |
| O=C(NCc1ccccc1)[C@@H]1CSC2c3ccccc3C(=O)N21 (stereo not given in full) | 2 | -6 | -11 | -2.7 | 13 | 1 | 18 | -3 | 1 | 103 |
| Cc1nc2ccccc2c(C)c1C(=O)c1ccccc1 | 4 | -2 | 0 | 0.8 | 2 | -3 | 26 | -8 | -2 | 99 |
| COCCn1c(N)c(C(=O)NCC2CCCO2)c2nc3ccccc3nc21 (stereo not given) | 11 | -1 | -17 | -1.7 | 8 | 1 | -18 | 18 | 1 | 96 |
| Clc1ccc(-c2nnc(SCc3cn4ccsc4n3)n2CC2CCCO2)cc1 (stereo not given) | 1 | -9 | 2 | -1.1 | 5 | -1 | -5 | 2 | 3 | 84 |
| COc1ccc(NC(=O)NN2CCN(C)CC2)cc1OC | 5 | 6 | 1 | -1.6 | 6 | 0 | -19 | -2 | 3 | 102 |
| O=S(=O)(NCc1ccccc1)NCc1cccc(C(F)(F)F)c1 | 10 | -4 | -1 | -0.7 | -2 | 2 | -20 | 3 | 4 | 100 |
| CCOc1ccc(N(CCC#N)S(=O)(=O)c2ccc(OC)cc2)cc1 | 2 | -3 | 4 | -0.5 | -7 | 1 | -2 | -8 | 0 | 108 |
| O=C(Nc1ccncc1)c1cc(C2CCCCN2C(=O)CCc2ccccc2)on1 (stereo not given) | 2 | -3 | 8 | -1.8 | / | 3 | 20 | -10 | -3 | 100 |
| CC(C)C[C@H]1CN(CCCC[C@H]2CNC(=O)C(=O)N2CC2CCCCC2)C(=O)C(=O)N1CCc1ccc(O)cc1 | / | 4 | 2 | / | / | / | -5 | / | 2 | 96 |
| Cc1ccc(S(=O)(=O)N2CCN(C(=O)C(C)Cn3cncn3)CC2)cc1C (stereo not given) | 4 | -4 | -1 | -0.2 | -11 | -1 | -45 | -1 | 0 | 97 |
| COc1ccc(CC(=O)O/N=C(\N)c2ccncc2)cc1OC | 7 | -17 | 3 | 0.2 | -2 | 6 | -8 | 2 | -6 | 102 |
| Cc1nc2cc(F)ccc2n1C1CCN(S(=O)(=O)c2ccccc2)CC1 | 4 | -7 | 2 | -2.8 | 1 | -5 | 26 | -3 | -2 | 97 |
| CC(CNS(=O)(=O)c1ccc(Br)cc1)CN(C)C (stereo not given) | 11 | -3 | 0 | -1.3 | -17 | 1 | -7 | -1 | -4 | 97 |
| COc1ccccc1C(=O)NNC(=O)C1CCCO1 (stereo not given) | 1 | -13 | 6 | -0.8 | 3 | 0 | -8 | -2 | -7 | 96 |
| COC(=O)C1(C)NC(c2ccco2)C2C(=O)N(c3ccc(F)cc3)C(=O)C21 (stereo not given) | -4 | 4 | -1 | -2.5 | 2 | 1 | 11 | 0 | -5 | 100 |
| O=C(CN1C(=O)NC2(CCCC2)C1=O)Nc1ccc(C(F)(F)F)cc1 | -1 | -6 | 5 | 1.5 | -9 | 2 | 13 | 2 | 3 | 103 |
| O=C1COc2ccc(C(=O)COC(=O)c3sc4ccccc4c3Cl)cc2N1 | 2 | -1 | -2 | 12* | 1 | 4 | -6 | 2 | -2 | 94 |
| c1ccc(-c2csc(-c3ccc(-c4csnn4)cc3)n2)cc1 | -2 | 6 | 1 | 5.2 | -3 | 4 | -7 | -22 | -3 | 100 |
| Nc1ccccc1Nc1cccc(C(F)(F)F)c1 | -2 | 0 | -3 | 1.4 | 11 | -6 | 40 | -6 | -3 | 114 |
| CCOC(=O)c1ccc(-n2c(=O)[nH]c3ccccc3c2=O)cc1 | 4 | 0 | -1 | -1.3 | -11 | -2 | -8 | -2 | 1 | 92 |
| CCOC(=O)c1sc(N)c(C#N)c1COC(=O)C1=COCCO1 | -3 | -1 | -2 | -0.8 | 1 | 2 | 7 | 14 | 4 | 100 |
| Cc1c(C(=O)N2CCN(S(=O)(=O)c3cc(F)ccc3F)CC2)oc2ccccc12 | 3 | -3 | 6 | 1.1 | -2 | -2 | 11 | 6 | 8 | 95 |
| CC(=O)Nc1ccc(OC(=O)C(CCS(C)(=O)=O)N2C(=O)c3ccccc3C2=O)cc1 (stereo not given) | 5 | -9 | 3 | -0.4 | -1 | 0 | -30 | -2 | -1 | 113 |
| Cc1ccc2cc(/C=N/NC(=O)CN3CCOCC3)c(Cl)nc2c1 | -4 | 1 | -5 | -1.8 | -4 | 2 | -63 | 6 | 6 | 97 |
| Cc1csc(NC(=O)CCNS(=O)(=O)c2ccc3c(c2)c(=O)n(C)c(=O)n3C)n1 | -1 | -9 | 4 | -0.2 | -6 | 0 | -10 | 4 | 2 | 97 |
| Cn1c(=O)c(=O)n(C)c2cc(N3CCOCC3)c(NS(=O)(=O)c3ccc(F)c(Cl)c3)cc21 | 8 | 7 | -3 | -2.7 | 2 | -1 | -44 | 5 | -3 | 103 |
| CC(C)CNc1oc(-c2ccccc2Cl)nc1C#N | -5 | -8 | 2 | 1.9 | 3 | -2 | -16 | -4 | 6 | 96 |
| CCc1nc2ccc(C(=O)N3CCN(C(=O)c4ccco4)CC3)cn2c1N(C)C(=O)c1cccc(OC)c1 | 12 | -3 | -3 | 1.8 | / | -2 | -7 | 3 | 6 | 99 |
| COc1ccc(-c2cc(C)no2)cc1S(=O)(=O)N(C)c1ccc(C)cc1 | 10 | 5 | -1 | -3.2 | -6 | 21 | -5 | -1 | -6 | 102 |
| CS(=O)(=O)N1CCC(C(=O)N2CCC(Cc3ccccc3)CC2)CC1 | 5 | -12 | 4 | -1.4 | -1 | -2 | -3 | 5 | 0 | 98 |
| N#C/C(=C\c1ccccc1)C(=O)Nc1ccccn1 | 0 | 5 | -1 | 0.7 | 2 | 3 | -22 | 0 | -1 | 101 |
| CCN(CC)c1ccc(/C=N/NC(=O)c2ccccn2)cc1 | 0 | 7 | 6 | -1.4 | -1 | -5 | -58 | -14 | -3 | 99 |
| COc1ccccc1N1CCN(CC(O)COc2ccc(C)c(C)c2)CC1 (stereo not given) | 1 | -6 | -1 | 0.6 | -7 | 1 | 11 | -4 | -5 | 100 |
| O=C(O)CCCC(=O)Nc1cccc(-c2nc3ccccc3[nH]2)c1 | 0 | -7 | 10 | -0.6 | -1 | -2 | -6 | 3 | 1 | 94 |
| COC(=O)c1c(NC(=O)C2C3CCC(C3)C2C(=O)O)sc2c1CCCCC2 (stereo not given) | 15 | -7 | -3 | -2.2 | -5 | -1 | -15 | -3 | -1 | 98 |
| Oc1cc(Cc2ccccc2)cnc1CN1CCOCC1 | 2 | 3 | 5 | -2.0 | -7 | -1 | -23 | 0 | 2 | 100 |
| CC(=O)Nc1ccc(S(=O)(=O)NCC(C)NS(=O)(=O)c2ccc(NC(C)=O)cc2)cc1 (stereo not given) | 5 | -6 | 3 | 0.4 | -10 | 3 | 10 | 2 | 2 | 96 |
| O=C(NCCCl)Nc1cc([N+](=O)[O-])ccc1Cl | 13 | 2 | 2 | -1.2 | -1 | -1 | 0 | -5 | -3 | 94 |
| NS(=O)(=O)c1ccc(NC(=S)NC(=O)c2cccnc2)cc1 | -6 | -8 | -11 | -1.9 | / | 1 | 15 | -1 | 1 | 98 |
| CC(C)c1ccccc1NC(=O)Nc1nc(C(N)Cc2ccc(C(F)(F)F)cc2)cs1 (stereo not given) | 7 | 9 | -15 | 15* | / | -13 | 8 | -12 | 0 | 99 |
| CCS(=O)(=O)c1ccc(N=Nc2ccc(O)c3ncccc23)c(OC)c1 | -1 | -1 | 11 | -6.1 | -2 | -17 | -5 | -22 | -4 | 108 |
| CCc1ccc2c(c1)C(c1ccc([N+](=O)[O-])cc1)=NNC(c1ccc(F)cc1)=N2 | 11 | 1 | -6 | 2.9 | 2 | 6 | -36 | 6 | 2 | 95 |

Later entries:
| Structure | MC4R antag cAMP | NOD2-RIPK2 inh | ABHD5-PLIN5 inh | MC4R ag barr | TLR9-MyD88 inh | N-glyco inh | NCOA2 inhibitor | Cardio protect | HTR2A ag | ABCB6 inh MLPCN |
| --- | --- | --- | --- | --- | --- | --- | --- | --- | --- | --- |
| CCC(OCC(O)CN1CCN(CCN2C(=O)c3cccc4cccc(c34)C2=O)CC1)c1ccccc1 (stereo not given) | 6 | -6 | 15 | 6.5 | 0 | 14 | 1 | 11 | -8 | 95 |
| COc1cccc(OC)c1C(=O)NC(=O)Nc1c(F)cc(F)cc1F | 3 | -6 | 6 | -0.8 | / | 1 | -31 | 0 | 1 | 105 |
| CC(=O)N1CCN(S(=O)(=O)c2ccc(Cl)cc2F)CC1 | 3 | -5 | 1 | -0.5 | -6 | 3 | 1 | 3 | 7 | 98 |
| CN1C(C(=O)Nc2ccccn2)=C(O)c2sc(Cl)cc2S1(=O)=O | 15 | -6 | 2 | 0.4 | -12 | 0 | 3 | -2 | 4 | 102 |
| O=C(CN1C(=O)c2ccccc2C1=O)N1CCN(C2c3ccccc3-c3ccccc32)CC1 | 8 | -5 | 4 | -0.6 | -4 | 0 | -12 | 3 | -1 | 102 |
| Cc1nc2c(C)cccn2c(=O)c1NC(=O)c1ccc(Br)o1 | 16 | 3 | -7 | -3.6 | -5 | 3 | -10 | 4 | -10 | 100 |
| CN1CCN(C(=O)c2cc3nc(-c4ccco4)cc(C(F)(F)F)n3n2)CC1 | 1 | 7 | 7 | -1.6 | 0 | -2 | -5 | -1 | 1 | 94 |
| CCOC(=O)[C@]12CCC=C1N(Cc1ccc3c(c1)OCO3)C(=O)[C@H](CC(=O)N1CCN(C(=O)c3ccco3)CC1)C2 | / | -2 | 2 | / | / | / | 13 | / | 0 | 93 |

Screening data as filed in PubChem.
